Compound activity (PubChem BioAssay)
RECQ1 inh: RECQ1 (human) helicase inhibition; P46063; hit rate 0.54% among 240,000; Potency, µM (series often up to 57.3 µM), without a hit: at the top dose activity, negative = inhibition, actives largely listed as inhibitors; RECQ1 DNA unwinding, red fluorescence kinetic read;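 also: plate controls were vehicle for no effect and no enzyme for full effect; nearly all actives have a fitted effect of over 30% in size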
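50 nM RECQ1T1 preincubated 15 min with compound in Tris pH 8.0 buffer with MgCl2, DTT, Tween-20 and 2.5 ug/ml poly(dI-dC); started with 200 nM TAMRA/BHQ-2 forked duplex and 2 mM ATP. Unwinding read as fluorescence (525/598 nm), two reads 2 h apart.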
GoLoco inh red: inhibitors of human Gai1-RGS12 GoLoco interaction (red fluorophore) | Potency, µM (highest dose often 61.6 µM), without a hit: at the highest dose activity, negative = inhibition, usual class: inhibitors | Gai1:RGS12 GoLoco peptide FP, rhodamine, 10 min | hit rate 0.44% among 230,000 | P63096; active = well fitted inhibition curve with a large enough effect, not every such curve was filed as active; inactive = no such curve, though single readings can be large or run the other way; also: nearly all actives have a fitted effect of over 30% in size; many of its hits are not listed in these tables
Target sequence (P63096 whole entry, looked up): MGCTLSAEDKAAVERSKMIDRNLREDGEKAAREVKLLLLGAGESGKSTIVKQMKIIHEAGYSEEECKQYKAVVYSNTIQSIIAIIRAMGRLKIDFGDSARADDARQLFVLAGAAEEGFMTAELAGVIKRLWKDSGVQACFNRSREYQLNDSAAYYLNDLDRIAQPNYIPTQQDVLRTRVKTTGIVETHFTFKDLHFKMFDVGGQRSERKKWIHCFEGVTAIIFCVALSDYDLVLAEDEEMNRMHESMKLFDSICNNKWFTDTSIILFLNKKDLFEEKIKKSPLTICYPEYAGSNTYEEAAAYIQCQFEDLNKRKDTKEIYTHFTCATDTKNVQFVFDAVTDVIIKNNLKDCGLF
TexasRed fluor: alters Texas Red total fluorescence, flagging assay interference | hit rate 0.29% among 280,000 | Potency, µM (top dose mostly 106 µM), without a hit: at the highest dose fluorescence change, negative = quenching | AID 1479 | TRb/SRC2 Texas Red total fluorescence interference; active = well fitted curve in either direction with a large enough effect; inconclusive = small, poorly fitted or top-dose-only effect
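Human TRβ ligand-binding domain (0.6 uM) and Texas Red SRC2 peptide (20 nM) in Tris buffer with 1 uM T3 and 5% DMSO were incubated with pinned compound for 5 hr at ambient temperature. Total fluorescence was computed as S + 2P (555/632 nm).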
TRb SRC2 PPI: TRbeta-SRC2 interaction inhibition. AID 1469. TRbeta-SRC2 peptide binding, fluorescence polarization; receptor liganded with 1 µM T3. P10828. hit rate 0.065% among 280,000. Potency, µM (highest dose often 106 µM), for the others: at the top dose activity change, negative = inhibition, actives largely listed as inhibitors;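 also: plate controls were bound peptide for no effect and peptide without receptor for full effect; nearly all actives have a fitted effect of over 50% in size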
Target sequence (P10828 whole entry, looked up): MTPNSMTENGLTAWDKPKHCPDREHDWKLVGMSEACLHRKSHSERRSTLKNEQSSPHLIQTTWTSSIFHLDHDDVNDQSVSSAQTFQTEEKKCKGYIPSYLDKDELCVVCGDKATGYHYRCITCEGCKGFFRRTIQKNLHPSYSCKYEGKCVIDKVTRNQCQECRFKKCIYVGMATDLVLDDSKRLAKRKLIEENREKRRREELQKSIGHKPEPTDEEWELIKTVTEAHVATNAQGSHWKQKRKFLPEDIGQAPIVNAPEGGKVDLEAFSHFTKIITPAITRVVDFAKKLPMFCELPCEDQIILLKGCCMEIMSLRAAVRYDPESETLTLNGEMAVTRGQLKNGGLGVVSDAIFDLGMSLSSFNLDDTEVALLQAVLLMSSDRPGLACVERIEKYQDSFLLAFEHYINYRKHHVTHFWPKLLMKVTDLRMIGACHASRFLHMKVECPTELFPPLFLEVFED
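Human TRb ligand-binding domain (0.6 uM) is mixed with 20 nM Texas Red SRC2 peptide and 1 uM T3; after compound addition and 5 hr at ambient temperature, polarization is measured and normalized to unbound and bound controls.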
GAA glycogen: inhibitors or activators of human alpha-glucosidase glycogen cleavage; Potency, µM (titrated, usually from 76.4 µM), inactives show at the highest dose activity change, negative = inhibition, most hits filed as inhibitors; hit rate 0.38% among 300,000; AID 2100; recombinant GAA, glycogen substrate, Amplex Red glucose oxidase fluorescence;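 also: 0% = full enzyme reaction and -100% = no-enzyme basal signal; the screen sought inhibitors and activators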
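qHTS, 1536-well; enzyme 4 nM final; cpd up to 77 uM; substrate bovine liver glycogen 30 ug; 50 mM citrate/phosphate pH 5.0, 0.01% Tween-20; 37 C, 40 min; Amplex Red detection 45 min RT; Hill fit → AC50.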
L3MBTL1 block: L3MBTL1 (human) inhibition; AID 485360; AlphaScreen L3MBTL1–H3K9me1 peptide binding; Q9Y468; Potency, µM (highest dose often 57.1 µM), without a hit: at the highest dose activity, negative = inhibition, usual class: inhibitors; hit rate 0.66% among 230,000; also: nearly all actives have a fitted effect of over 60% in size
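AlphaScreen assay: L3MBTL1 (50 nM final) was preincubated 30 min at room temperature with biotinylated H3(1-15)K9me1 peptide (75 nM final), then 30 min with library compounds; streptavidin donor and nickel chelate acceptor beads (10 ug/mL final) added, 30 min dark.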
GAA inh: inhibitors of human lysosomal alpha-glucosidase; hit rate 0.005% among 200,000; Potency, µM (doses to about 76.9 µM), inactives show top-dose activity change, negative = inhibition, hits mostly inhibitors; P10253; purified human GAA, 4-MU-alpha-glucoside fluorescence;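 also: plate controls were uninhibited enzyme wells for no effect and no-enzyme background for full effect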
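Fluorogenic assay: 4 nM human alpha-glucosidase with 400 uM 4-methylumbelliferyl-alpha-D-pyranoside in 50 mM citrate/phosphate, 0.005% Tween-20, pH 5.0, 20 min at room temperature. Compounds tested up to 77 uM; AC50 from Hill fits.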
GAA spleen mod: inhibitors or activators of human alpha-glucosidase in spleen homogenate | P10253 | human spleen homogenate, 4-MU-alpha-glucoside fluorescence | Potency, µM (titrated, usually from 79.9 µM), inactives show at the highest dose activity change, negative = inhibition, usual class: inhibitors | hit rate 0.006% among 240,000;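 also: 0% = enzyme with vehicle and -100% = no enzyme basal signal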
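Compounds were titrated against alpha-glucosidase in spleen homogenate at pH 5.0, with 1 mM 4-methylumbelliferyl substrate for 40 min at 37 C. Reactions were quenched with pH 10 NaOH/glycine and fluorescence measured.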
An asterisk follows results filed as active; [ ] = another dose, or the depositor's remark. Unless noted, calls follow the shape of the dose curve; as a rule, active = well fitted curve in the direction sought with a large enough effect; inconclusive = small, poorly fitted or top-dose-only effect, or another doubt; inactive = no such curve, though single readings can be large; an effect the other way counts as inactive or inconclusive. Unless noted, % is scaled to controls: 0 for no effect and ±100 for the full control effect; potency is read from the fitted curve at half-maximal effect. These rows are one share of the data. The share of hits here may be higher or lower than overall.

Cc1c(C)c2c(C)nn(-c3ccccc3)c2[nH]c1=O was read as RECQ1 inh -7.6%, GoLoco inh red -0.2%, TexasRed fluor 0.4%, TRb SRC2 PPI 7.5%, GAA glycogen 6.4%, L3MBTL1 block 1.2%, GAA inh -3.5% and GAA spleen mod 0.5%.
For Cc1ccc(S(=O)(=O)C2(C(=O)Nc3ccc(F)cc3)CC2)cc1 the results were RECQ1 inh -2.7%, GoLoco inh red 5.2%, TexasRed fluor 3.2%, TRb SRC2 PPI -18.8%, GAA glycogen -10.7%, L3MBTL1 block 4.1%, GAA inh -1.0% and GAA spleen mod -1.1%.
`COCCNC(=O)CSc1nc2nn(-c3ccccc3)c(=O)c-2c2n1CCCCC2` gave RECQ1 inh inactive, GoLoco inh red 0.1%, TexasRed fluor -1.9%, TRb SRC2 PPI 9.8%, GAA glycogen 2.6%, L3MBTL1 block 16.8%, GAA inh 2.1% and GAA spleen mod -2.9%.
`CC(CCc1ccccc1)NC(=S)NC1CCCCC1` (stereo not drawn) gave RECQ1 inh inactive, GoLoco inh red 7.9%, TexasRed fluor -2.7%, TRb SRC2 PPI -0.8%, GAA glycogen 9.2%, L3MBTL1 block 1.3%[11.4 µM], GAA inh -6.4% and GAA spleen mod -2.2%.
`Cn1cc(C=C2C(=O)CC(C)(C)CC2=O)c2ccccc21` gave RECQ1 inh -9.1%, GoLoco inh red 13.2%, TexasRed fluor -0.4%, TRb SRC2 PPI -15.4%, GAA glycogen -10.0%, L3MBTL1 block -4.6%, GAA inh -1.1% and GAA spleen mod -29.5%.
COc1ccc(/C=c2/sc3n(c2=O)NC2(c4ccccc4)N(C)C(=O)N(C)C2(c2ccccc2)N=3)cc1 (stereo not drawn) was read as RECQ1 inh -0.4%, GoLoco inh red 1.6%, TexasRed fluor 0.8%, TRb SRC2 PPI 6.8%, GAA glycogen 0.2%, GAA inh 1.4% and GAA spleen mod -2.7%.
For O=C(c1ccc(-c2ccccc2)cc1)C1CCCN(Cc2ccncc2)C1 (stereo not drawn) the results were RECQ1 inh inactive, GoLoco inh red 21.0%, TexasRed fluor -9.7%, TRb SRC2 PPI 1.9%, GAA glycogen -5.8%, L3MBTL1 block -3.0%, GAA inh 6.9% and GAA spleen mod -15.6%.
Screening O=C(NC1C/C(=N/O)c2cc3c(cc21)OCO3)C(F)(F)F (stereo not drawn) returned RECQ1 inh inactive, GoLoco inh red -4.8%, TexasRed fluor -0.6%, TRb SRC2 PPI 2.4%, GAA glycogen 4.3%, GAA inh 3.4% and GAA spleen mod 4.6%.
`C=CCSc1nc2ccccc2n1C(=O)/C=C/c1cc(OC)c(OC)c(OC)c1` gave RECQ1 inh -11.4%, GoLoco inh red 6.5%, TexasRed fluor 2.5%, TRb SRC2 PPI -6.3%, GAA glycogen -13.9%, L3MBTL1 block -0.1%, GAA inh 13.7% and GAA spleen mod -0.8%.
For COc1ccc(OC)c(NC(=O)CCN2CCN(c3ccccc3F)CC2)c1 the results were RECQ1 inh inactive, GoLoco inh red 16.2%, TexasRed fluor -6.7%, TRb SRC2 PPI -0.1%, GAA glycogen 13.6%, GAA inh -11.2% and GAA spleen mod -13.6%.
Screening COc1ccc(CCNC(=O)CCSc2nc(-c3ccco3)cc(C(F)(F)F)n2)cc1 returned RECQ1 inh -0.8%, GoLoco inh red 2.0%, TexasRed fluor -0.5%, TRb SRC2 PPI -20.9%, GAA glycogen 31.4%, L3MBTL1 block 20.7%, GAA inh 1.2% and GAA spleen mod -9.4%.
For Cn1cc(CN2CCC(N3CCNC(=O)CC3)CC2)c(-c2ccccc2F)n1 the results were RECQ1 inh -12.2%, GoLoco inh red 1.6%, TexasRed fluor -3.8%, TRb SRC2 PPI -9.9%, GAA glycogen 4.3%, L3MBTL1 block -3.1%, GAA inh inconclusive and GAA spleen mod 9.3%.
CC(C)c1onc(C(=O)NCc2ccccc2)c1[N+](=O)[O-] was read as RECQ1 inh 8.4%, GoLoco inh red -26.6%, TexasRed fluor -0.6%, TRb SRC2 PPI 6.1%, GAA glycogen 10.8%, L3MBTL1 block -2.3%, GAA inh 2.9% and GAA spleen mod -1.2%.
For O=Cc1cn(CC(=O)N2CCc3ccccc32)c2ccccc12 the results were RECQ1 inh -9.7%, GoLoco inh red 11.7%, TexasRed fluor -4.0%, TRb SRC2 PPI -5.9%, GAA glycogen 7.2%, L3MBTL1 block 40.0%[activator], GAA inh -6.7% and GAA spleen mod -2.1%.
Screening Cc1cccc2cc3c(N)c(C(=O)Nc4ccc(N5CCOCC5)cc4)sc3nc12 returned RECQ1 inh -9.8%, GoLoco inh red 17.2%, TexasRed fluor -3.1%, TRb SRC2 PPI -2.0%, GAA glycogen -3.9%, L3MBTL1 block -5.8%, GAA inh -0.3% and GAA spleen mod -13.4%.
CCCNC(=O)COC(=O)c1ccccc1OCc1ccc(Cl)cc1 was read as RECQ1 inh -10.8%, GoLoco inh red 2.4%, TexasRed fluor -1.0%, TRb SRC2 PPI 10.1%, GAA glycogen 0.3%, GAA inh -2.9% and GAA spleen mod 0.3%.
For Cc1cc(C)c2c(C)c(C(=O)NCc3ccc(S(N)(=O)=O)cc3)oc2c1 the results were RECQ1 inh inactive, GoLoco inh red -2.9%, TexasRed fluor -0.2%, TRb SRC2 PPI -1.8%, GAA glycogen -12.1%, L3MBTL1 block -17.2%, GAA inh 9.9% and GAA spleen mod 2.1%.
O=C(Cc1ccccc1)NC1c2ccccc2-c2ccccc21 was read as RECQ1 inh -10.8%, GoLoco inh red -5.7%, TexasRed fluor 1.2%, TRb SRC2 PPI -11.0%, GAA glycogen 3.9%, L3MBTL1 block -1.0%, GAA inh 7.5% and GAA spleen mod -3.1%.
For COC(=O)/C(=N/Nc1ccccc1)N1CCCc2ccccc21 the results were RECQ1 inh 1.8%, GoLoco inh red 5.9%, TexasRed fluor -0.8%, TRb SRC2 PPI -6.1%, GAA glycogen inconclusive, L3MBTL1 block -0.1%, GAA inh -3.9% and GAA spleen mod -22.5%.
Cc1nc2cc(-c3ccccc3)ccc2o1 was read as RECQ1 inh -13.9%, GoLoco inh red 4.0%, TexasRed fluor 2.5%, TRb SRC2 PPI -16.8%, GAA glycogen -11.1%, L3MBTL1 block 44.8%[activator], GAA inh inconclusive and GAA spleen mod -0.6%.

Fetched one by one from the entries so far:
Cc1nc2cc(-c3ccccc3)ccc2o1 was read as RECQ1 inh -13.9%, GoLoco inh red 4.0%, TexasRed fluor 2.5%, TRb SRC2 PPI -16.8%, GAA glycogen -11.1%, L3MBTL1 block 44.8%[activator], GAA inh inconclusive and GAA spleen mod -0.6%.
For COc1ccc(OC)c(NC(=O)CCN2CCN(c3ccccc3F)CC2)c1 the results were RECQ1 inh inactive, GoLoco inh red 16.2%, TexasRed fluor -6.7%, TRb SRC2 PPI -0.1%, GAA glycogen 13.6%, GAA inh -11.2% and GAA spleen mod -13.6%.

Next part
CCOc1ccc(-c2nnn(CC(=O)N3CCCC(C)C3)n2)cc1 (stereo not drawn) was read as RECQ1 inh inactive, GoLoco inh red 3.7%, TexasRed fluor -1.5%, TRb SRC2 PPI 3.9%, GAA glycogen -4.7%, L3MBTL1 block -0.5%, GAA inh 4.5% and GAA spleen mod 0.4%.
For Cc1nc(N2CCc3ccccc3C2)[nH]c(=O)c1Cc1ccccc1 the results were RECQ1 inh -3.0%, GoLoco inh red 3.9%, TexasRed fluor 0.7%, TRb SRC2 PPI 3.6%, GAA glycogen 5.6%, L3MBTL1 block 5.5%, GAA inh 5.7% and GAA spleen mod 0.7%.
Screening COc1ccc2cc(C(=O)N/N=C/c3sc4ccccc4c3O)ccc2c1 returned RECQ1 inh -16.5%, GoLoco inh red 210.9%[activator], TexasRed fluor -2.0%, TRb SRC2 PPI 5.6%, GAA glycogen -3.2%, L3MBTL1 block -9.6%, GAA inh inconclusive and GAA spleen mod 0.1%.
Cc1ccc(NC(=O)C2=C(O)c3sccc3N(C)S2(=O)=O)cc1 was read as RECQ1 inh -12.7%, GoLoco inh red 7.3%, TexasRed fluor 0.8%, TRb SRC2 PPI -0.4%, GAA glycogen -2.0%, L3MBTL1 block 1.7%, GAA inh -21.2% and GAA spleen mod 1.0%.
For COc1ccc2c(C=O)c[nH]c2c1 the results were RECQ1 inh -0.1%, GoLoco inh red 4.8%, TexasRed fluor -0.7%, TRb SRC2 PPI -1.0%, GAA glycogen 7.9%, L3MBTL1 block 5.3%, GAA inh 1.1% and GAA spleen mod -0.6%.
Nc1ncc2c(n1)CC(c1ccco1)CC2=O (stereo not drawn) was read as RECQ1 inh 9.2%, GoLoco inh red -6.1%, TexasRed fluor -3.1%, TRb SRC2 PPI -11.6%, GAA glycogen -10.8%, L3MBTL1 block -5.3%, GAA inh -5.3% and GAA spleen mod 3.1%.
`CCCc1nnc(NC(=O)Cn2cnc3ccccc3c2=O)s1` gave RECQ1 inh -8.0%, GoLoco inh red 12.3%, TexasRed fluor -4.5%, TRb SRC2 PPI -15.5%, GAA glycogen 10.2%, L3MBTL1 block 2.4%, GAA inh -0.7% and GAA spleen mod -1.5%.
`Cc1ccc(C(c2nnnn2C(C)(C)C)N2CCN(C3CCCC3)CC2)cc1` (stereo not drawn) gave RECQ1 inh -5.3%, GoLoco inh red -0.1%, TexasRed fluor -3.6%, TRb SRC2 PPI -9.2%, GAA glycogen -1.9%, GAA inh -4.1% and GAA spleen mod -5.4%.
`O=C(Nc1cccnc1)c1cccc([N+](=O)[O-])c1` gave RECQ1 inh 12.4%, GoLoco inh red -4.0%, TexasRed fluor 1.9%, TRb SRC2 PPI 2.5%, GAA glycogen -2.9% and GAA spleen mod -0.3%.
`C=CCn1cnc2c(NCc3ccccc3)ncnc21` gave RECQ1 inh -1.4%, GoLoco inh red 4.2%, TexasRed fluor -0.1%, TRb SRC2 PPI 9.5%, GAA glycogen -1.7%, L3MBTL1 block 0.1%, GAA inh -3.5% and GAA spleen mod -7.8%.
